# Compound activity deposited in PubChem by National Center for Advancing Translational Sciences (NCATS).
# Tau fibril FP: qHTS for Inhibitors of Tau Fibril Formation, Fluorescence Polarization | Microtubule-associated protein tau (Homo sapiens), P10636 | K18 P301L tau heparin fibrillization, Alexa594 FP, 6 h | Potency, µM (titrated, usually from 57.7 µM), for the others: at the highest dose activity, negative = inhibition, most hits filed as inhibitors | 280,000 compounds, 0.39% hits | AID 1468, 2008; note: nearly all actives have a fitted effect of over 55% in size
# Target sequence (P10636 561-689 P618L limits assumed): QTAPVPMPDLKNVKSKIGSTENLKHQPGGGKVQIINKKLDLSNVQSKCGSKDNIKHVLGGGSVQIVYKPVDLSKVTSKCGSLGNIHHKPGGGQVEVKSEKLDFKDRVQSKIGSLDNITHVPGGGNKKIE
#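 Heparin (20 uM) drove fibril formation of recombinant tau K18 P301L, 15 uM unlabeled with 0.24 uM Alexa 594 label, for 6 hr at 37 C in 100 mM sodium acetate pH 7. Fluorescence polarization (555/632 nm) read 1 hr after 30 uM ThT.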
# ALDH1A1 inh: qHTS Assay for Inhibitors of Aldehyde Dehydrogenase 1 (ALDH1A1). AID 1030, 2008. Purified ALDH1A1, NADH fluorescence, propionaldehyde substrate. Potency, µM (titrated, usually from 75.3 µM), for the others: top-dose activity, negative = inhibition, most hits filed as inhibitors. 220,000 compounds, 7.3% hits. Aldehyde dehydrogenase 1A1 (Homo sapiens), P00352; active = well fitted inhibition curve with a large enough effect, not every such curve was filed as active; inconclusive = small, poorly fitted or top-dose-only effect, or another doubt; inactive = no such curve, though single readings can be large or run the other way;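 note: plate controls were no enzyme wells and a reference inhibitor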
# L3MBTL1 inh: qHTS Assay for the Inhibitors of L3MBTL1; 230,000 compounds, 0.66% hits; AlphaScreen L3MBTL1–H3K9me1 peptide binding; AID 485360, 2010; Potency, µM (titrated, usually from 57.1 µM), without a hit: at the top dose activity, negative = inhibition, most hits filed as inhibitors; Lethal(3)malignant brain tumor-like protein 1 (Homo sapiens), Q9Y468; note: nearly all actives have a fitted effect of over 60% in size
# Target sequence (Q9Y468 whole entry, looked up): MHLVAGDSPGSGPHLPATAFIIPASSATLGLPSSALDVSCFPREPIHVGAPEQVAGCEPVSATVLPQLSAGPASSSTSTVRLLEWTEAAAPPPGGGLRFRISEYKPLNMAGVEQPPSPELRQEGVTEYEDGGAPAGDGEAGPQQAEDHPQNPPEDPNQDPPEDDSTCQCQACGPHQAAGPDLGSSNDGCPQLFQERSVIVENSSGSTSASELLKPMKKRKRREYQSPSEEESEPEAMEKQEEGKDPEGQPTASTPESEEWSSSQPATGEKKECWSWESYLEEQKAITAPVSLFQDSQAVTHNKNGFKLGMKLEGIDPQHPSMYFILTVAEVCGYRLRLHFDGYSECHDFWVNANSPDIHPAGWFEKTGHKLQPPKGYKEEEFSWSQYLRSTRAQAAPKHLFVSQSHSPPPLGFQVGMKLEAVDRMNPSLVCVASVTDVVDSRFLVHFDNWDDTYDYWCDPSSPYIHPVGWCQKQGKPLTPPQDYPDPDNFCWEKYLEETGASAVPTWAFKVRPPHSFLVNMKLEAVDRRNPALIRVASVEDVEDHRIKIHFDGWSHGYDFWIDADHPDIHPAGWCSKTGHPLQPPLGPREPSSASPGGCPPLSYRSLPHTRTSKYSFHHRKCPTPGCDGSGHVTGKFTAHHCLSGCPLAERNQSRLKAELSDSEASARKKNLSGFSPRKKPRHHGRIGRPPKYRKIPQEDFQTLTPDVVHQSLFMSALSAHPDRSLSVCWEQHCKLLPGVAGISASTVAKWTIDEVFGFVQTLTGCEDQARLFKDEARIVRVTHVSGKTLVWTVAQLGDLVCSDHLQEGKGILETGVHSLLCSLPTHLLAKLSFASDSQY
#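 L3MBTL1 50 nM + b-AHA-H3(1-15)K9me1 75 nM, 30 min RT; compound added, 30 min RT; streptavidin donor/Ni-chelate acceptor beads 10 ug/mL each final, 30 min RT dark; AlphaScreen read.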
# Tau fluor counter: Counterscreen qHTS for Inhibitors of Tau Fibril Formation, Fluorescence Polarization; Potency, µM (top dose mostly 57.7 µM), for inactives: at the top dose activity change, negative = decrease; 280,000 compounds, 0.93% hits; tau K18 P301L Alexa594 fluorescence, heparin fibrillization; AID 1463, 2008; note: nearly all actives have a fitted effect of over 55% in size
#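 Human tau K18 P301L (15 uM unlabeled, 0.24 uM Alexa 594-labeled) in 100 mM sodium acetate pH 7 with 20 uM heparin, 6 hr at 37 C. ThT 30 uM added, 1 hr ambient; Alexa 594 FP and total fluorescence read at 555/632 nm.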
# aGal spleen mod: qHTS Assay for Inhibitors and Activators of Human alpha-Galactosidase From Spleen Homogenate. Alpha-galactosidase A (Homo sapiens), P06280. human spleen homogenate, 4MU-alpha-Gal fluorescence, 40 min. Potency, µM (top dose mostly 80 µM), inactives show at the top dose activity change, negative = inhibition, hits mostly inhibitors. 240,000 compounds, 0.008% hits;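 note: 0% = enzyme with vehicle and -100% = no enzyme basal signal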
#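 Spleen homogenate 1 ug + cpd (titration) + 4-MU-alpha-D-galactopyranoside 1 mM; 37C 40 min; 50 mM citrate/phosphate pH 5.0, 0.01% Tween-20; stop pH 10; fluorescence 365/440; AC50 via Hill.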
# Tau ThT inhib: qHTS for Inhibitors of Tau Fibril Formation, Thioflavin T Binding | 270,000 compounds, 2.1% hits | Microtubule-associated protein tau (Homo sapiens), P10636 | Potency, µM (titrated, usually from 57.4 µM), for the others: top-dose activity, negative = inhibition, hits mostly inhibitors | recombinant tau K18 P301L (four-repeat tau fragment), heparin-induced fibrillization, ThT fluorescence | AID 1460, 2008; note: nearly all actives have a fitted effect of over 55% in size
#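 Tau K18 P301L fragment (15 uM unlabeled plus 0.24 uM Alexa 594-labeled) in 100 mM sodium acetate pH 7 with compound, fibrillization induced by 20 uM heparin for 6 hr at 37 C. Thioflavin T (30 uM) added, fluorescence read after 1 hr (ex 450, em 510 nm).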
# TR SRC2 fluor cs: Total Fluorescence Counterscreen for Inhibitors of the Interaction of Thyroid Hormone Receptor and Steroid Receptor Coregulator 2; TRb/SRC2 Texas Red total fluorescence interference; Potency, µM (titrated, usually from 106 µM), inactives show at the highest dose fluorescence change, negative = quenching; 280,000 compounds, 0.29% hits; AID 1479, 2009; active = well fitted curve in either direction with a large enough effect; inconclusive = small, poorly fitted or top-dose-only effect
#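 Flags fluorescent or light-absorbing compounds by total fluorescence, S + 2P, at 555 nm excitation and 632 nm emission. Mixture: 20 nM Texas Red SRC2 peptide, 0.6 uM human TRb LBD, 1 uM T3, 5% DMSO; compound exposure 5 h at ambient temperature.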
# TRb-SRC2 inh: qHTS for Inhibitors of the Interaction of Thyroid Hormone Receptor and Steroid Receptor Coregulator 2 | 280,000 compounds, 0.065% hits | Potency, µM (highest dose often 106 µM), for the others: at the top dose activity change, negative = inhibition, usual class: inhibitors | AID 1469, 2008 | TRbeta-SRC2 peptide binding, fluorescence polarization; receptor liganded with 1 µM T3;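 note: plate controls were bound peptide for no effect and peptide without receptor for full effect; nearly all actives have a fitted effect of over 50% in size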
#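 Read-out is fluorescence polarization (555 nm excitation, 632 nm emission) of a Texas Red SRC2 coactivator peptide; loss of signal reflects blocked binding to human TRb ligand-binding domain in the presence of 1 uM T3.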
# Starred values were filed as active, the others as inactive; ? = inconclusive; . = not tested or not shown; [ ] = another dose, or the depositor's remark. Unless noted, calls come from the whole dose curve; as a rule, active = well fitted curve in the direction sought with a large enough effect; inconclusive = small, poorly fitted or top-dose-only effect, or another doubt; inactive = no such curve, though single readings can be large; an effect the other way counts as inactive or inconclusive. Unless noted, % is set by controls: 0 for no effect and ±100 for the full control effect; potency is the fitted concentration of half-maximal effect.
molecule,L3MBTL1 inh,Tau fluor counter,aGal spleen mod,ALDH1A1 inh,Tau fibril FP,TRb-SRC2 inh,Tau ThT inhib,TR SRC2 fluor cs
CC(C)OCCCn1c(=NC(=O)c2cccs2)c(C#N)cc2c(=O)n3ccccc3nc21,-8%,-25%,?,.,-6%,5%,11%,-2%
COc1ccc(N=Cc2[nH]c3ccccc3c2O)cc1,.,-27%,-1%,13µM*,?,5%,18µM*,-2%
CCN(c1ccc(NC(=O)CCNC(=O)c2ccco2)cc1)C(C)C,-7%,-2%,2%,?,4%,-6%[53 µM],-6%,0%[53 µM]
Cc1ccc(-c2nn(-c3ccccc3)cc2CNCc2ccccc2)cc1,18%,-30%,3%,22µM*,-12%,-4%,?,1%
COc1ccccc1NC(=O)Cc1noc(CSc2nnc(C)s2)n1,-1%,-7%,13%,1%,-1%,-16%,-9%,0%
CCn1c(C(=O)Nc2cc(Cl)ccc2C)cc2sc(Cl)cc21,.,-17%,.,.,-2%,-4%,-10%,1%
Cc1cc(C2(c3cc(C)c(O)cc3C)OS(=O)(=O)c3ccccc32)c(C)cc1O,.,.,1%,28µM*,.,4%,.,-4%
CS(=O)(=O)n1nc(-c2ccco2)nc1NCc1ccccc1Cl,.,?,.,.,-15%,-2%,-15%,?
CCOC(=O)c1cnc(SC)nc1Oc1cccc(NS(=O)(=O)c2ccccc2)c1,-18%,-2%,-3%,?,-8%,5%,-5%,2%
O=C(CCCCn1c(=O)c2ccccc2n(Cc2ccc(Cl)cc2)c1=O)NCc1ccco1,0%,2%,6%,-4%,1%,-4%,-5%,-1%
CC1(C)O[C@H]2C[C@@H]3[C@H]4CCC5=CC(=O)CC[C@@]5(C)[C@]4(F)[C@@H](O)C[C@@]3(C)[C@@]2(C(=O)CCl)O1,.,.,0%[29.1 µM],-1%[20.9 µM],.,2%[53 µM],.,1%[53 µM]
Cc1nn(C(=O)c2cccc(Cl)c2)c(C)c1S(=O)(=O)N1CCOCC1,.,25%,.,.,15%,0%,12%,-5%
Cc1cc(=O)oc2cc(Oc3ccc(C(N)=O)cc3[N+](=O)[O-])ccc12,8%,-5%,26%,.,5%,-2%,-7%,-5%
O=S(=O)(c1ccc(S(=O)(=O)N2CCCN(Cc3ccccc3)C2)cc1)N1CCCCCC1,-2%,-6%,6%,2%,-12%,5%,8%,0%
O=C(COc1ccc(/C=N/NC(=O)c2ccccc2O)cc1)Nc1ccccc1,-21%,-3%,9%,?,-11%,3%,?,-3%
CCn1c(SCc2ccc(C)cc2)nnc1C1CCN(S(=O)(=O)c2ccc(OC)cc2)CC1,-1%,0%,13%,-19%,6%,6%,1%,-1%
CC(C)(C)NC(=O)N1CCN(c2ncccc2C(F)(F)F)CC1,9%,-11%,-11%,-4%,4%,-4%,-14%,0%
CCOC(=O)N1CCC(NC(=O)c2ccc3c(c2)sc2nc(-c4ccc(OC)cc4)cn23)CC1,-8%,-17%,-5%,?,-8%,-6%,?,-5%
CC(C)C[C@H](NC(=O)c1[nH]cnc1C(=O)Nc1ccc(CNC(=O)OC(C)(C)C)cc1)C(=O)OCc1ccccc1,.,?,-2%,.,10µM*,5%,12%,-1%
COc1ccc(C(=O)Nc2cccc(C(=O)OCc3cc(=O)n4nc(C5CC5)sc4n3)c2)cc1,.,-2%,.,.,4%,3%,?,-2%
COc1ccc(CCN(Cc2ccccn2)C(=S)Nc2cccc(SC)c2)cc1OC,.,?,4%,?,6%,-1%,-14%,-6%
COc1cc2c(C(=O)N(C)c3cccc(C(F)(F)F)c3)cn(CC(C)C)c(=O)c2cc1OC,.,-11%,.,.,3%,1%,-6%,1%
CC(=O)Nc1ccc(Br)c(Cl)c1,2%,-6%,-4%,2%,1%,0%,-8%,-1%
CN(C)c1ccc(-n2cc3c(=O)n(C)c(=O)n(C)c3c2)cc1,-28%,-20%,7%,?,3%,-4%,2.8µM*,-7%
COc1ccc(NC(=S)/N=C(\N)Nc2nc(C)c3ccccc3n2)cc1,.,-54%,7%,.,-6%,10%,.,-2%
O=[N+]([O-])c1ccccc1N(CC1CO1)S(=O)(=O)c1ccccc1 (stereo not given),8%,0%,-2%,0%,-1%,-3%,1%,0%
O=C1c2ccccc2C(=O)C12OC2c1ccc(Cl)cc1Cl (stereo not given),-4%,?,-6%,25µM*,?,?,10µM*,?
COc1cc(NS(=O)(=O)c2ccc(NC(=O)c3ccccc3C(=O)O)cc2)nc(OC)n1,.,1%,.,.,-2%,2%,-4%,-3%
CCC(CC)C(=O)c1c[nH]c(C(=O)N2CCN(c3ccccc3F)CC2)c1,-6%,7%,-5%,6%,0%,1%,2%,-5%
CC(=O)N1CCN=C1SCc1cccc(C(F)(F)F)c1,.,-12%,-5%,4%,-1%,-2%,-1%,-2%
CCOC(=O)N1CCN(C(=O)/C=C/c2ccc([N+](=O)[O-])cc2)CC1,3%[11.4 µM],3%,3%,4%,-5%,3%,-10%,-5%
COCCNC(=O)C1=C(N)C(C(=O)Nc2ccc(C)c(S(=O)(=O)N3CCCCC3)c2)SC1=Nc1ccc(C)cc1C (stereo not given),.,?,1%,0.79µM*,-2%,0%,-4%,2%
Cc1ccn2c(c1)nc(=S)n2C(=O)c1ccco1,5%,-6%,1%,?,?,-8%,?,0%
O=C1CC(c2ccc(F)cc2)Cc2nc(NCC3CCCO3)ncc21 (stereo not given),5%,-9%,7%,-8%,-7%,-1%,-10%,-2%
Cc1ccc(S(=O)(=O)N2CCC(NC(=O)OC(C)C)CC2)cc1,.,-13%,6%,-3%,-1%,-3%,-11%,-2%
COc1ccc(NC(=O)CSc2nncn2C)c([N+](=O)[O-])c1,2%,-15%,-2%,-10%,?,6%,-4%,2%
CCOC(=O)C1=C(O)C(=O)N(c2ccc(S(N)(=O)=O)cc2)C1c1ccc(OC)cc1OC (stereo not given),-1%,-3%,6%,0%,1%,-1%,-14%,2%
O=C(NNc1ncc(C(F)(F)F)cc1Cl)c1ccc(Cl)c(Cl)c1,4%,-12%,-5%,-10%,-1%,3%,-6%,0%
COc1cccc(C2CCCCN2Cc2nc(-c3ccc(C)o3)oc2C)c1 (stereo not given),-1%,-9%,-11%,?,1%[2.34 µM],5%,?,-2%
CCc1c(C(C)O)oc2ccc3c(C)cc(=O)oc3c12 (stereo not given),0%,1%,-12%,-17%,-10%,-10%,-5%,1%
CCO/C=C1/C(=O)N(c2ccc(OC)cc2)C(=O)c2ccccc21,4%,3%,-7%,?,2%,-4%,0%,-2%
O=C(Nc1cccnc1Cl)c1ccc(Cl)c([N+](=O)[O-])c1,0%,-9%,-1%,1%,-1%,-10%,-18%,-2%
O=C(NCc1ccccc1)C1CCCN(C(=O)Nc2ccccc2)C1 (stereo not given),.,-6%,2%,-16%,-4%,-1%,-4%,-6%
Cc1nn(C)c2c1c(-c1ccccc1)cc(=O)n2Cc1ccccc1F,.,-12%,.,.,-2%,8%,?,-20%
C=C(C)C(=O)Nc1cccnc1Oc1ccc(F)cc1,-1%,-16%,0%,.,4%,-1%,-6%,-2%
Cc1ccc(CN2CCc3c(OCC(=O)Nc4cccc(C)c4C)cccc3C2=O)cc1,-8%,-8%,-7%,25µM*,-3%,-2%,-18%,-2%
Clc1ccc(OCCSc2ncccn2)c(Br)c1,113%[activator],?,4%,3%,-16%,-1%,?,-3%
CC(=O)c1cccc(S(=O)(=O)NCC(c2ccco2)N2CCCCC2)c1 (stereo not given),-3%,8%,7%,11µM*,9%,-3%,3%,-7%
Cc1c(CN(C)C(=O)CSc2nc(-c3ccco3)cc(C(F)(F)F)n2)cnn1C,0%,0%,-1%,-10%,8%,-9%,-6%,0%
N#Cc1c(-c2ccco2)cc(-c2cccnc2)nc1N,-16%,?,?,?,-24%,-5%,?,-20%
Cc1nc(SCC(=O)N2CC(=O)Nc3ccccc32)c2c(C)c(C)sc2n1,-13%,-18%,5%,?,-5%,-8%,-22%,-5%
CCCc1nc2c(sc3nc4c(cc32)COC(C)(C)C4)c(=O)n1CCN(C)C,-19%,0%,0%,?,-2%,1%,3%,-7%
O=C(Nc1cccc2ncccc12)c1ccc(-c2ccc(Br)cc2)o1,-14%,-13%,2%,6%,-1%,4%,?,4%
O=C(CCC1N=C2c3ccccc3N=C(SCc3ccc(F)cc3)N2C1=O)NCc1ccco1 (stereo not given),-5%,-11%,12%,?,?,-3%,?,-5%
CN(C)Cc1c(O)ccc2occ(C(O)c3ccccc3)c12 (stereo not given),-4%,8%,-10%,-3%,4%,-2%,0%,-1%

# Gathered by group, those above with a cyano group (two)
molecule,L3MBTL1 inh,Tau fluor counter,aGal spleen mod,ALDH1A1 inh,Tau fibril FP,TRb-SRC2 inh,Tau ThT inhib,TR SRC2 fluor cs
CC(C)OCCCn1c(=NC(=O)c2cccs2)c(C#N)cc2c(=O)n3ccccc3nc21,-8%,-25%,?,.,-6%,5%,11%,-2%
N#Cc1c(-c2ccco2)cc(-c2cccnc2)nc1N,-16%,?,?,?,-24%,-5%,?,-20%
